Bioassay records: PubChem, The Scripps Research Institute Molecular Screening Center
FBW7 act = activators of human E3 ligase FBW7; Q969H0; AlphaScreen FBW7–phospho-cyclin E peptide binding, activator screen; normalized activity (activation), % at 26.1 µM; hit rate 0.13% among 650,000; AID 1259310; in the data active means normalized activity above about 1.9%;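 further: purified mutant Fbw7 with reduced substrate affinity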
Target sequence (Q969H0 whole entry, looked up): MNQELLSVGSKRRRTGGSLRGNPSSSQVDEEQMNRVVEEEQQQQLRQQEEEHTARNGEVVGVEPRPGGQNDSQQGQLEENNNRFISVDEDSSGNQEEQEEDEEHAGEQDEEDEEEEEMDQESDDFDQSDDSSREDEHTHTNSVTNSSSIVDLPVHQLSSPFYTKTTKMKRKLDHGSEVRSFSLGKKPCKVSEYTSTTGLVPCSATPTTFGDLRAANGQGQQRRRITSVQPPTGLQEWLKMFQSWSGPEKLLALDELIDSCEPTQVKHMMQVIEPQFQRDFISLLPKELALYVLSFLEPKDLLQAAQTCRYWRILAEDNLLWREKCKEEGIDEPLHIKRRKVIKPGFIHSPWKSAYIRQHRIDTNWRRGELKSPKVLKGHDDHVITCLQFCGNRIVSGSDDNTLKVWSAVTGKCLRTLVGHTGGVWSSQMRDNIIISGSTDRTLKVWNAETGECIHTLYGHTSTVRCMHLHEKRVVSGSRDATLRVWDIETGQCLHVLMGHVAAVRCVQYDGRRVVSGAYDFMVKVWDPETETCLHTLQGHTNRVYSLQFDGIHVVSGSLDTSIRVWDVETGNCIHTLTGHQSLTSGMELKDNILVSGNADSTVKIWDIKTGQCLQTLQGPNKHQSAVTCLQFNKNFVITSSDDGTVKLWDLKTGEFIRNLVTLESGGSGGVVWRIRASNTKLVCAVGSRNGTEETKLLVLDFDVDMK
TEAD-YAP inh = TEAD-YAP interaction inhibition; hit rate 1.4% among 640,000; inhibition, % at 9.12 µM; HEK-TIYL cells, TEAD-Gal4/YAP UAS-luciferase luminescence; in the data active means inhibition above about 32%;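 further: 0% = median of test compound wells and 100% = reference inhibitor wells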
GPR151 activ = activates the human receptor GPR151; Q8TDV0; PathHunter beta-arrestin GPR151 cells, luminescence; activation, % at 11.2 µM; hit rate 1% among 650,000; in the data active means activation above about 4.9%;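 further: 0% = median of compound wells and 100% = cells with positive control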
MITF inh = human MITF inhibition, primary screen. O75030. AlphaScreen MITF homodimerization, bead proximity signal. inhibition, % at 2.6 µM. hit rate 0.91% among 650,000; in the data active means inhibition above about 50%;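 further: 0% = vehicle wells with protein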
Active calls of the source: *; · = not tested or not shown. This is a random part of the collection (roughly 3.4% active in at least one column).

SMILES	FBW7 act	TEAD-YAP inh	GPR151 activ	MITF inh
COc1ccc(C(=O)NCC2Cc3c(F)ccc(-c4nc(C)cnc4C)c3O2)cc1F (stereo not given)	0.0	-2	0.5	-2
COc1cc(/C=C2N=C(/C=C/c3ccc(Cl)cc3)OC/2=O)ccc1OC(C)=O	0.1	1	-0.5	6
CCOC(=O)c1c(NC(=O)C(C)C)sc(C(C)=O)c1C	0.0	5	2.9	-6
Cc1ccc(NC(=O)CSc2nnc(NC(=O)c3cccs3)s2)cc1	-0.1	-18	-0.5	0
O=C(Nc1nc(-c2ccccc2)c(C(=O)c2ccccc2)s1)c1ccc(Cl)cc1	-0.1	1	1.7	-8
CC(=O)c1cccc(NC(=O)c2nn3c(C(F)(F)F)c4c(nc3c2Cl)-c2ccccc2CC4)c1	-0.1	-5	1.6	7
CC(=O)Nc1ccc(-c2cnc3cccc(NC(C)=O)c3c2)cc1	0.1	0	0.5	-1
COc1ccccc1CC(=O)N1CCCC1c1nc2ccccc2[nH]1 (stereo not given)	0.0	3	-0.7	11
COCC(=O)N(Cc1cc2cccc(C)c2n2nnnc12)C1CCCC1	-0.2	7	1.6	-11
COC(=O)CN(c1ccccc1[N+](=O)[O-])S(=O)(=O)c1ccccc1	0.4	5	0.0	9
Cc1ccc(S(=O)(=O)NCC2(c3cccs3)CCOCC2)s1	0.0	3	1.7	15
Oc1ccc(C(CCl)n2cncn2)cc1 (stereo not given)	0.1	-5	-1.0	3
CCC(C)(C)NC(=O)CN(C(=O)CCC(=O)Nc1nccs1)C1CCCC1	0.0	0	-0.1	5
C=CCOCCn1nc(C)cc1C	0.0	-7	-0.7	-13
CCOC(=O)C1CCCN(Cc2c(C(=O)N3CCCCC3)nc3c(C)cccn23)C1 (stereo not given)	0.0	-4	3.9	-4
COc1cc2ccccc2cc1C(=O)Nc1cccnc1	0.0	-63	0.8	5
C=CCN1CCN(C(c2ccc(OC)cc2OC)c2nnnn2CC2CCCO2)CC1 (stereo not given)	0.0	-3	0.2	3
N#CC1=C(N)OC2=C(C(=O)CCC2)C1c1ccc(N2CCOCC2)c([N+](=O)[O-])c1 (stereo not given)	0.5	7	-0.1	16
CCN(CC)S(=O)(=O)c1ccc(N/N=C(\C)c2cccc([N+](=O)[O-])c2)c([N+](=O)[O-])c1	0.0	4	0.6	4
O=C(Nc1ccc(I)cc1)Nc1ccc(-c2ccc([N+](=O)[O-])cc2)cc1	-0.1	-10	-0.2	4
CCc1ccc(N2C(=O)N(CC(=O)N3CCC(C)CC3)c3ccccc3S2(=O)=O)cc1	-0.2	8	0.4	-3
O=C(CCCCCn1c(SCC(=O)NCC2CCCO2)nc2cc3c(cc2c1=O)OCO3)NCc1ccc2c(c1)OCO2 (stereo not given)	0.1	2	-1.1	6
CC(=O)c1c(C)[nH]c(C(=O)CN2C(=O)NC3(CCOc4ccccc43)C2=O)c1C (stereo not given)	-0.1	0	3.6	-3
Cc1cccc(C(=O)Nc2sc3c(c2C(=O)N2CCN(Cc4ccccc4)CC2)CCC3)c1	0.7	6	0.3	-1
CCC1=NN2C(=N)/C(=C/c3ccc(OCCSc4ccc(Cl)cc4)c(OC)c3)C(=O)N=C2S1	0.3	-6	-0.4	10
Next part
SMILES	FBW7 act	TEAD-YAP inh	GPR151 activ	MITF inh
CCCNS(=O)(=O)c1ccc(OCC(=O)NCCCOC)cc1	-0.1	-15	-2.1	-5
Cc1nc(CC(=O)N2CCCC(CCC(=O)N3CCN(c4ccccn4)CC3)C2)cs1 (stereo not given)	0.0	6	0.3	1
O=C(Nc1cccc(C(=O)O)c1)/C(=C\c1ccc2c(c1)OCO2)NC(=O)c1ccc(Br)cc1	-0.7	-18	-0.2	4
O=C(NNC1=NS(=O)(=O)c2ccccc21)c1cccc(O)c1	-0.2	-3	-0.7	-1
COc1cc(OC)cc(C(=O)Nc2cc(C)c3c(=O)oc4ccccc4c3n2)c1	0.9	2	-1.1	16
Cc1sc2ncn3c(=O)n(CC(=O)N4CCCCC4)nc3c2c1C	0.6	11	-0.1	13
CCc1ccc2oc(-c3ccc(NC(=O)c4sc5ccccc5c4Cl)cc3)nc2c1	-0.1	6	-0.9	-6
COc1ccccc1Cn1c(SCc2cc(F)cc3c2OCOC3)nc2ccccc2c1=O	-0.2	5	0.3	8
Cc1ccccc1NC(=O)C(=O)NNC(=O)c1ccccc1C	0.0	-1	-0.9	-26
COc1cc(OC)c(C2C(C(=O)OC3CCCC3)=C(C)NC3=C2C(=O)CCC3)cc1OC (stereo not given)	0.0	-5	0.7	2
CCC1=NN(C(=O)c2ccc(OC)cc2)C(O)(c2ccccc2)C1 (stereo not given)	0.0	-28	0.6	11
CCOC(=O)C1=C(C)NC(C)=C(C(=O)OCC)C1c1cn(-c2ccccc2)nc1-c1ccc(OCC)c([N+](=O)[O-])c1	-0.1	-28	-1.6	-1
Cc1ccc(CN[C@H]2C[C@H]3C(=O)N[C@@H](Cc4ccc(Cl)cc4)C(=O)N3C2)cc1	0.1	1	0.7	-5
Cc1cc(C)c(NC(=O)/C=N/OCC(=O)NC23CC4CC(CC(C4)C2)C3)c(Cl)c1	0.2	0	-0.7	2
O=C(Nc1ccc2oc(-c3cccc(Cl)c3Cl)nc2c1)c1ccccc1	0.2	0	0.4	5
O=C(CBr)c1ccc(S(=O)(=O)N2CCCCCC2)cc1	-0.1	4	2.4	10
N#C/C(=C\c1ccccc1[N+](=O)[O-])C(=O)NC1CCCCC1	0.2	-3	0.5	15
CC(=O)Nc1ccnn1C1CCN(Cc2cccc(-c3ccccc3C)c2)CC1	0.0	1	-0.2	8
O=C(CSc1nc2ccccc2c(=O)n1CCN1CCOCC1)NCc1ccccc1	0.0	5	-1.0	-4
COc1cc(OC)c(Nc2nc(-c3cccc(C)c3)nc3ccccc23)cc1Cl	0.1	3	0.2	-4
COc1ccc(-c2csc(N(CC3CCCO3)C(=O)COc3ccccc3)n2)cc1 (stereo not given)	-0.3	-9	0.1	-14
CCC(=O)Oc1ccc(NC(=O)Oc2ccc([N+](=O)[O-])cc2)cc1	0.0	-4	0.0	0
COc1ccc(C(=O)COC(=O)c2ccc(OC)c(I)c2)cc1	0.5	5	1.4	0
CCOC(=O)CCCNC(=O)COC(=O)c1cc(Cl)cc(Cl)c1N	0.1	-6	-0.6	-4
N#C/C(=C\c1cn(CC(=O)NCC2CCCO2)c2ccccc12)C(N)=O (stereo not given)	0.5	9	-0.1	15
(next part)
SMILES	FBW7 act	TEAD-YAP inh	GPR151 activ	MITF inh
Cc1cccc(/C=N/NC(=O)/C(=C/c2ccc([N+](=O)[O-])cc2)NC(=O)c2ccccc2)n1	-0.2	-6	0.8	4
CC(C)c1onc(C(=O)N2CCN(Cc3ccccc3)CC2)c1[N+](=O)[O-]	-0.1	7	2.7	5
O=C(Nc1ccc(Oc2ccccc2)cc1)C1C2C=CC3(O2)C1C(=O)N(C1CCCCCCC1)C3C(=O)NC1CCCCC1 (stereo not given)	-0.1	-11	1.7	2
COc1cc(NC(=O)c2cncc(-c3cccs3)c2)cc(OC)c1OC	0.1	39*	-0.4	7
CCC(=O)Nc1nc(C)cc2c1c(=O)oc1ccccc12	0.1	-2	-1.4	11
Cc1ccccc1C(=O)Nc1ccc(S(=O)(=O)N2CCCCC2)cc1	0.1	12	-0.5	7
O=C(Nc1ccc(F)c(Cl)c1)c1cnc(N2CCN(c3ncccn3)CC2)c2ccccc12	0.0	0	0.9	8
CS(=O)(=O)Nc1ccc(C(=O)Nc2ccccc2Br)cc1	0.1	-11	-2.2	7
COc1ccc(-c2nc3sc(CCNC(=O)C(=O)Nc4cccc(C)c4)c(C)n3n2)cc1	0.0	-5	-1.9	0
Cc1ccc(-c2csc(-c3c(N)sc4c3CCCC4)n2)cc1	0.0	-15	-1.9	6
Fc1ccc(Cn2c3ccc(Br)cc3c3nc4ccccc4nc32)cc1	0.5	-6	0.4	7
O=C1C2C3c4ccccc4C(CO)(c4ccccc43)C2C(=O)N1c1ccccc1Cl (stereo not given)	-0.1	4	-0.2	10
Cc1ccc(C(=O)NC2C(=O)N3C2SC(C)(C)C3C(=O)O)o1 (stereo not given)	0.7	12	-0.2	17
COc1ccc(C2NC(C(=O)O)CS2)cc1COc1cc(C)c(Cl)c(C)c1 (stereo not given)	0.0	-1	1.6	-2
COc1ccc2nc(-c3ccc(OC)c(NS(=O)(=O)c4ccc(Cl)cc4)c3)cn2n1	0.0	-14	-0.2	-17
CCOC(=O)c1ccc(Nc2nc3ccccc3nc2NS(=O)(=O)c2ccc(Cl)cc2)cc1	0.2	-12	-1.3	12
O=C(N/N=C/c1cc(Br)cc(I)c1O)c1ccncc1	0.1	26	-1.2	2
Cc1cc(N2CCC(C)CC2)nc(-c2ccccc2O)n1	-0.1	11	1.8	1
CS(=O)(=O)N(Cc1ccc(Cl)cc1)c1ccc(C(=O)NCC2CCCO2)cc1 (stereo not given)	0.0	-8	-0.3	-6
CSCCC(NC(=O)c1ccc(C)o1)C(=O)O (stereo not given)	0.7	-7	-2.8	27
CCCCNC(=O)c1ccccc1NC(=O)CC	0.1	9	-0.3	13
NC(=O)C1CCN(C(=O)c2ccco2)CC1	-0.2	-7	-0.9	2
COc1ccc2c(c1)C1=NN(/C(C)=C/C(C)=O)C(c3ccc(F)cc3)C1CC2 (stereo not given)	0.0	-21	-0.3	20
CCN1CCN(C(c2cccs2)C(C)NC(=O)c2ccc([N+](=O)[O-])cc2)CC1 (stereo not given)	0.2	-4	2.4	-2
O=C(Nc1nc2ccc(Cl)cc2s1)c1ccc(S(=O)(=O)N2CCCCC2)cc1	0.6	3	-0.5	-1
New compounds follow
SMILES	FBW7 act	TEAD-YAP inh	GPR151 activ	MITF inh
O=[N+]([O-])c1c(Nc2cccnc2Cl)ccc2nonc12	0.1	-11	-1.0	12
Fc1ccc(C2CCNCC2COc2ccc3c(c2)OCO3)cc1 (stereo not given)	0.2	·	-1.1	23
O=C(Nc1ccc([N+](=O)[O-])cc1)C1CCC(N2C(=O)C3C4CCC(C4)C3C2=O)CC1 (stereo not given)	0.1	5	1.1	8
O=S(=O)(c1ccc(Cl)s1)N1CC(c2nc(-c3ccccc3)no2)C1	0.1	1	2.6	7
O=C(Nc1cccc(NC(=O)C2CCCO2)c1)c1cccs1 (stereo not given)	-0.1	0	0.4	-1
COc1ccc(NS(=O)(=O)c2c(C)cc(C)cc2C)c([N+](=O)[O-])c1	-0.1	10	1.1	1
Cc1c(C(=O)Nc2ccc(S(=O)(=O)NCC3CCCO3)cc2)cccc1[N+](=O)[O-] (stereo not given)	0.0	4	1.5	10
CCOc1c(Br)cc(Br)cc1C=O	0.1	-5	1.7	-9
COCCn1nnnc1CN(Cc1ccco1)Cc1cc2ccc(OC)cc2[nH]c1=O	0.0	1	-0.3	11
O=C(NCc1cccnc1)c1ccc2c(=O)n(-c3cccc(C(F)(F)F)c3)c(=S)[nH]c2c1	0.0	-8	0.0	7
CC(=O)N1c2ccccc2N=C(c2ccccc2)CC1c1ccccc1 (stereo not given)	-0.1	-4	-1.0	-1
O=C(Cc1ccc(-n2c(=O)[nH]c3ccccc3c2=O)cc1)NC1CCCCCC1	1.3	-11	-0.5	7
O=C(Nc1ccc(N2CCOCC2)cc1)c1cnc(Br)s1	0.0	-18	-2.7	7
Cc1ccc(C)c(Cc2c(C)nc3nc(SCC(=O)NC4CCCCC4)nn3c2C)c1	0.1	11	-0.3	7
